bCat nuc transl – beta-catenin nuclear translocation modulation. HeLa beta-catenin nuclear translocation, immunofluorescence imaging. nuclear translocation activity, % at 5 µM. 190,000 tested, 0.3% active. AID 1665;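 active = nuclear translocation activity above 50% at 5 µM, with a well cell count of 50 or more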;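 also: per-cell ratio of nuclear to cytoplasmic median beta-catenin stain intensity; plate controls were DMSO negative control for no effect and GSK-3 inhibitor IX positive control for full effect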
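System: Human HeLa cells, endogenous beta-catenin | Compound dosing: 5 µM primary, 0.02–20 µM confirmation | Timing: 24 h compound exposure at 37°C, 5% CO2 | Measured by: Fluorescence imaging of beta-catenin antibody stain plus DAPI | Read-out basis: % activation of per-cell nuclear versus cytoplasmic median beta-catenin signal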
WT yeast gro inh – growth inhibition of WT yeast, mitochondrial fusion screen; mitochondrial fusion phenotypic screen, WT strain; inhibition, % at 10 µM; 190,000 tested, 2.1% active; AID 1362; in the data active = inhibition above about 58%; tested in S. cerevisiae
T cell modulator – modulates CD8 T cell binding to vesicles; calls only at 7 µM; 2C CD8+ T cell-vesicle binding, flow cytometry; stronger effect = lower value; AID 2052; 330,000 tested, 0.068% active;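 active = response, share of CD8 T cells binding vesicles, and their 90th percentile fluorescence all below set limits, cut at about 80% in these data, passing the limit was not always enough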
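Incubation: binding step 1.5 h, 37 °C, antibody labelling 20 min, ice; system: murine 2C transgenic CD8+ T lymphocytes; technique: cytometric PE anti-B7-1 and Alexa647 anti-CD8 signals after 1% paraformaldehyde fixation; also added: QL9-charged Drosophila Ld/ICAM-1/B7-1 vesicles; control set: naked versus QL9-loaded vesicles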
MT stabilize HCS – microtubule stabilization, imaging screen | HeLa tubulin immunostaining HCS, 24 h; share of cells brighter than vehicle mean+2SD | % tubulin-high responders, % at 10 µM | 200,000 tested, 0.83% active | AID 2205;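 active = plate Z-score above 3 for both tubulin-high and condensed-nucleus cell shares, with cell loss under 80%, at 10 µM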;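 also: anti alpha tubulin signal scored within the nucleus-defined area of each cell; some results filed as inactive read as strong as hits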
West Nile antiviral – inhibition of WNV-induced cytopathic effect – cell-based, CPE readout (AID 1621) | West Nile virus-infected cells, CPE inhibition; higher % means a stronger effect | one-dose CPE inhibition, % at 10 µM; IC50 in µM for titrated hits | 290,000 tested, 0.02% active; in the data active = a potency from the dose series; also: strong numbers were not always called active
Hep lipid drop – hepatic lipid droplet formation modulation. AML12 mouse hepatocytes, oleate lipid droplets, BODIPY imaging. 240,000 tested, 0.4% active. inhibition, % at 6.5 µM;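 active = lipid droplet intensity inhibited by at least 50%, with more than 500 cells counted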
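Assay system: AML12 hepatocytes (mouse); Probe or stimulus: oleic acid at 100 µM to induce lipid droplet formation; Dosing: compound at 6.5 µM only; Schedule: compound with oleate, overnight; Detection: fluorescence imaging, 20x objective, two fields per well; Measure: % inhibition of lipid droplet signal.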
Myeloid diff MLP – myeloid differentiation induction | ER-HoxA9 myeloid progenitors, lysozyme-GFP differentiation, flow cytometry | calls only at 10 µM | 360,000 tested, 1% active;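 active = normalized GFP-positive differentiation at or above the plate's own cutoff, the solvent-only control mean plus 3 SD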;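 also: cells exposed to compound for four days before flow analysis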
Ins promoter up – MIN6 insulin promoter up-regulation; z-score at 5 µM; MIN6 insulin promoter-GFP reporter, high-content imaging; stronger effect = higher value; 190,000 tested, 0.3% active;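 active = z-score above 3 at 5 µM with at least 500 cells counted in the well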
Autophagy mod – autophagy modulation, high-content screen; MEF GFP-LC3 puncta imaging; test concentration mostly 10 µM; calls only at 10 µM (by protocol); 190,000 tested, 0.98% active;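 active = percentage of spot-positive cells more than 3 SD above its plate mean, without a fluorescence outlier flag or 80% toxicity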;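 also: spot-positive cell cutoff set from DMSO-treated cells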
WT yeast gro inh mutant strain – further read-out of WT yeast gro inh, marked with its call; inhibition, %; mitochondrial fusion phenotypic screen, mutant strain inhibition
Ins promoter up cell count – also measured in Ins promoter up; calls as there; cell count; measured here: cytotoxicity, nuclei count;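 total cells summed across four imaged fields per well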
Hep lipid drop cells 6.5 µM – second read-out of Hep lipid drop, no call of its own (marks repeat the call); cell count; measured here: cell count, cytotoxicity flag;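 cells counted across two imaged fields per well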
bCat nuc transl cell count 5 µM – also measured in bCat nuc transl; calls as there; cell count; measured here: cell count, cytotoxicity flag
T cell modulator vesicle-bound % – also measured in T cell modulator; calls as there; double positive events, %; measured here: CD8+ vesicle-bound cell fraction;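 binding gate set so that unloaded-vesicle control wells show 10% double positive cells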
MT stabilize HCS Hoechst-high % – also measured in MT stabilize HCS; calls as there; % Hoechst-high responders; measured here: nuclear condensation Hoechst responders;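 share of cells brighter than vehicle mean plus two SD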
MT stabilize HCS cytotoxicity % – further read-out of MT stabilize HCS, marked with its call; toxicity, %; measured here: cytotoxicity by cell density;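 0% = mean cell density of plate MIN control wells and 100% = no cells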
Autophagy mod cell loss 18 h – also measured in Autophagy mod; calls as there; toxicity, %; measured here: cell loss, nuclei count;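 cell loss after 18 h compound exposure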
Myeloid diff MLP GFP+ MAC1+ % – second read-out of Myeloid diff MLP, no call of its own (marks repeat the call); GFP+ MAC1+ double positive, %; measured here: differentiation confirmed by MAC1 staining
An asterisk follows results filed as active; i = inactive; / = no result given.

SMILES	bCat nuc transl	bCat nuc transl cell count 5 µM	WT yeast gro inh	WT yeast gro inh mutant strain	T cell modulator	T cell modulator vesicle-bound %	MT stabilize HCS	MT stabilize HCS Hoechst-high %	MT stabilize HCS cytotoxicity %	West Nile antiviral	Hep lipid drop	Hep lipid drop cells 6.5 µM	Myeloid diff MLP	Myeloid diff MLP GFP+ MAC1+ %	Ins promoter up	Ins promoter up cell count	Autophagy mod	Autophagy mod cell loss 18 h
COc1ccc(C(C)C)cc1S(=O)(=O)Nc1ccc(Cl)cn1	2.2	1035	8.7	2.9	i	29.2	2.4	2.7	8.1	-0.3%	1.2	706	i	1.2	0.32	786	i	8.4
CC(=O)Nc1c(NCC(C)C)c2ccccc2oc1=O	/	/	13.2	17.9	i	36.0	1.4	1.2	6.7	0.2%	/	/	i	0.1	/	/	i	-1.8
COc1ccc(C2CC(c3ccccc3OC(C)=O)=NN2C(=O)/C=C/c2ccccc2)cc1 (stereo unspecified)	1.7	846	32.0	14.1	i	30.2	1.9	2.8	4.5	-0.3%	-11.4	597	i	0.4	-1.8	1152	i	-2.6
O=C(NC(=S)Nc1ccccc1C(=O)O)c1ccc2ccccc2c1	0.1	1267	/	/	i	41.9	/	/	/	0.1%	/	/	i	0.4	-0.29	1411	/	/
COCCn1c(SCC(=O)Nc2cccc(S(N)(=O)=O)c2)nc2ccccc21	/	/	-4.0	-13.0	i	30.5	2.3	2.7	15.2	-0.2%	9.1	809	i	0.9	0.08	876	i	6.2
CCCCNC(=O)C1CCN(S(=O)(=O)c2ccc3c(c2)CC(C)N3C(=O)C2CC2)CC1 (stereo unspecified)	/	/	/	/	i	34.4	/	/	/	-1.6%	41.8	697	i	4.8	/	/	/	/
Cn1ncc([N+](=O)[O-])c1C(=O)N1CCOCC1	-1.6	1337	17.4	4.1	i	19.3	3.2	1.9	6.2	0.0%	/	/	i	1.0	-0.46	1643	i	-21.5
O=C(NCCOc1ccccc1F)c1ccccc1SCc1ccc(F)cc1	/	/	38.9	22.4	i	47.0	2.5	1.2	2.9	-1.6%	-89.8	657	i	1.0	-0.12	1238	i	7.9
CCC(C)(C)NC(=O)CN(C(=O)CNS(=O)(=O)c1ccccc1)c1ccccc1	-6.2	957	-29.6	-1.7	i	54.3	1.4	0.8	4.8	0.6%	/	/	i	1.0	-0.46	1172	i	-4.1
CC1Cc2ccccc2N1CC(=O)NC(c1ccccc1)c1ccccc1 (stereo unspecified)	0.0	1126	15.4	5.3	i	49.6	1.4	1.5	3.9	-0.6%	-1.7	673	i	0.2	-0.45	1455	i	-19.4
CC1(C)CC(=O)C2=C(C1)N(c1ccc(F)cc1)C(=O)CC2c1ccccc1 (stereo unspecified)	/	/	4.6	7.1	i	18.5	1.1	1.2	17.8	-0.5%	-9.2	786	i	1.0	0.36	820	i	6.3
CCOc1ccccc1NC(=O)c1ccc2ccccc2c1	/	/	/	/	i	56.1	/	/	/	-1.1%	-3.1	807	i	0.4	/	/	/	/
COc1ccccc1C1NC(=O)NC(C)=C1C(=O)Nc1cccc(C)c1C (stereo unspecified)	1.7	1253	0.6	0.6	i	13.2	2.0	3.4	6.3	-0.2%	/	/	i	1.8	1.23	907	i	-2.6
O=C(O)COc1ccc(NC(=O)c2ccco2)cc1	/	/	9.3	4.2	i	10.5	3.0	1.7	8.3	-0.1%	8.2	826	i	3.4	/	/	i	-4.6
CCCC(=O)Nc1ccc(NC(=O)C2CC2)cn1	0.6	1114	25.4	29.0	i	33.3	1.8	1.7	10.0	/	1.3	643	i	0.1	0.18	1891	i	6.0

Quoted from the listing.
Autophagy mod cell loss 18 h result of COc1ccccc1C1NC(=O)NC(C)=C1C(=O)Nc1cccc(C)c1C (stereo unspecified) = -2.6
MT stabilize HCS cytotoxicity % result of CC1Cc2ccccc2N1CC(=O)NC(c1ccccc1)c1ccccc1 (stereo unspecified) = 3.9

The listing continues:
SMILES	bCat nuc transl	bCat nuc transl cell count 5 µM	WT yeast gro inh	WT yeast gro inh mutant strain	T cell modulator	T cell modulator vesicle-bound %	MT stabilize HCS	MT stabilize HCS Hoechst-high %	MT stabilize HCS cytotoxicity %	West Nile antiviral	Hep lipid drop	Hep lipid drop cells 6.5 µM	Myeloid diff MLP	Myeloid diff MLP GFP+ MAC1+ %	Ins promoter up	Ins promoter up cell count	Autophagy mod	Autophagy mod cell loss 18 h
CC(SCC(=O)NC(C)C1CC2CCC1C2)C(=O)O (stereo unspecified)	-1.5	1074	-9.6	-24.1	i	7.0	0.5	3.7	9.8	0.2%	11.4	614	i	0.4	0.35	1211	i	2.0
CCOCCCNC(=O)c1cc2c(-c3ccc(Cl)cc3)nn(C)c2s1	/	/	13.9	-4.1	i	38.9	4.8	2.6	3.3	0.6%	/	/	i	1.6	-1.03	1054	i	15.6
Cc1cc(-c2nc3ncccc3o2)ccc1NC(=S)NC(=O)C(C)C	0.0	1487	2.4	-9.8	i	51.5	5.3	1.9	6.1	-0.4%	16.3	726	i	0.4	-0.74	1373	i	4.8
CC1(C(=O)NC(=S)N(CCC#N)c2ccccc2)CC1(Cl)Cl (stereo unspecified)	-3.5	1245	-17.9	0.8	i	16.1	1.5	1.1	5.7	0.5%	-2.3	780	i	0.7	/	/	i	-19.4
Cc1cc(N2CCOCC2)nc2ccc(NC(=O)CCC(=O)N3CCN(c4cccc(C(F)(F)F)c4)CC3)cc12	/	/	/	/	i	52.3	/	/	/	0.2%	-17.2	777	i	1.2	/	/	/	/
Clc1cccc(-c2nc3nc4ccccc4nc3n2Cc2ccccc2)c1	-2.4	506	-9.1	-20.3	i	45.1	1.7	4.7	10.7	-0.5%	0.9	654	i	0.4	-0.03	1233	i	-12.6
CC/C(=N\Nc1ccccc1[N+](=O)[O-])c1ccc(O)cc1	-0.9	1087	18.8	5.1	i	53.5	2.1	2.2	4.6	-0.7%	6.8	624	i	0.3	0.8	1457	i	-4.8
O=C(Nc1ccccc1)N1CCN(c2ccc(F)cc2)CC1	2.7	1088	-2.8	-1.1	i	/	5.6	2.7	2.0	-0.3%	-24.9	701	i	0.1	/	/	i	8.3
CCCCOc1ccc(C(=O)N/C(=C/C=C/c2ccccc2)C(=O)O)cc1	0.7	1488	-13.7	-5.0	i	33.2	2.4	2.2	3.2	0.9%	6.6	705	i	0.2	/	/	i	-8.8
Cc1nc(OCC(C)C)c2sc3nc4c(cc3c2n1)COC(C)(C)C4	0.0	1348	/	/	i	50.0	/	/	/	-0.1%	17.9	709	i	0.3	-1	1025	/	/
Cc1ccc(F)cc1NC(=O)N1CCNC(=O)C1CC(=O)Nc1cc(Cl)ccc1Cl (stereo unspecified)	/	/	/	/	i	16.5	/	/	/	0.1%	-12.6	818	i	0.2	/	/	/	/
CCOC(=O)Cn1c(=O)c(-c2ccccc2NCc2ccccc2)nc2ccccc21	/	/	/	/	i	11.2	3.5	2.3	23.1	0.9%	/	/	i	0.8	/	/	i	0.9
O=C(c1ccc2c3c(cccc13)CC2)N1CCOCC1	3.0	1396	-17.4	12.4	i	17.0	2.0	2.2	9.5	0.2%	/	/	i	1.0	-0.3	1205	i	5.5
Cc1cc(OCCn2cnc3ccccc3c2=O)cc(C(C)C)c1	-1.6	943	4.9	-9.8	i	39.2	1.0	4.6	11.3	-2.2%	-2.6	697	i	0.7	-0.51	1170	i	-5.1
O=C(CCN1CCC(c2cccs2)=N1)c1cccs1	-2.8	1164	/	/	i	33.7	/	/	/	-0.5%	-2.0	734	i	0.3	0.15	1437	/	/
CCOc1ccc(/C(C)=N/NC(=O)c2nnn(-c3nonc3N)c2-c2cccs2)cc1	/	/	/	/	i	25.3	/	/	/	0.3%	20.1	708	i	3.3	/	/	/	/
CN(/N=C/c1ccc(Cl)cc1)c1ncc(Cl)cc1C(F)(F)F	-3.8	1176	/	/	i	39.5	/	/	/	-0.3%	7.0	701	i	0.3	1.28	1398	/	/
COc1cc(CN(C)C(C)C(=O)Nc2ccc([N+](=O)[O-])cc2Cl)ccc1OC(F)F (stereo unspecified)	-1.4	1023	13.9	-3.1	i	29.1	4.9	2.2	12.6	-0.9%	-7.2	678	i	0.6	0.95	1503	i	-1.4
CC(NC(=O)c1c(O)c2ccccc2[nH]c1=O)c1ccccc1 (stereo unspecified)	/	/	/	/	i	64.3	/	/	/	-0.7%	6.0	799	i	0.5	/	/	/	/
O=C(Nc1ccc([N+](=O)[O-])cc1)c1cccc(S(=O)(=O)Nc2ccccn2)c1	/	/	/	/	i	63.9	/	/	/	-0.3%	-3.9	717	i	0.0	/	/	/	/
Cc1ccc(OCc2cc(C(=O)N(C)CC3CCOCC3)no2)cc1C	/	/	/	/	i	42.6	/	/	/	-1.4%	8.6	851	i	0.6	/	/	/	/
O=C(O)Cc1c(C(=O)O)[nH]c2ccc(C(=O)O)cc12	1.8	1334	/	/	i	17.5	/	/	/	0.3%	3.8	668	i	0.3	-0.58	1084	/	/
CN(C)S(=O)(=O)Nc1cccc(NC(=O)CC23CC4CC(CC(C4)C2)C3)c1	/	/	/	/	i	30.7	/	/	/	-0.9%	0.5	838	i	1.0	/	/	/	/
O=C(NCc1ccccc1F)C1CCCN1C(=O)Nc1cccc(F)c1 (stereo unspecified)	/	/	/	/	i	54.4	/	/	/	-0.4%	-2.5	751	i	1.1	/	/	/	/
C=CCn1c(CCNC(=O)c2ccccc2F)nnc1SCC(=O)Nc1ccc(OC)cc1	1.8	871	-6.7	-4.2	i	33.6	5.1	1.2	12.1	-0.2%	0.0	673	i	0.7	0.8	1651	i	10.4

High-throughput results deposited in PubChem by several laboratories.
